Lipid storage S3 = qHTS Assay for Lipid Storage Modulators in Drosophila S3 Cells; Drosophila S3 cells, BODIPY lipid droplet fluorescence, 18-24 h; cells fed with added oleic acid; Potency in µM for hits, for the others lipid storage change, negative = inhibition, % at the top dose, mostly 46.1 µM; actives 0.64% (n = 320,000); active = well fitted inhibition curve with a large enough effect in the signal ratio, with a control signal flat, not every such curve was filed as active; inconclusive = small, poorly fitted or top-dose-only effect, or effect the other way, or a change in a side signal; the % refers to the signal ratio
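Drosophila S3 cells got compounds at several concentrations plus oleic acid (400 uM solution). Laser-scanning cytometry with 488 nm excitation read lipid droplets at 500-530 nm and cells at 575-640 nm. Percent activity was relative to 20 uM Triacsin C.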
Lipid storage S3 cell count max = second read-out of Lipid storage S3, no call of its own (marks repeat the call); cell number change, %; measured here: cell count max response;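 cells counted by Cell Tracker Red CMTPX staining in the red channel; peak over a dose series mostly up to 46.1 µM; percent activity relative to internal control wells on each plate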
* = called active by the depositor; i = inactive; ? = inconclusive; nt = not tested or not shown; [ ] = dose if it differs, or a comment. % is set by controls: 0 for no effect and ±100 for the full control effect; potency is the fitted concentration of half-maximal effect. Only part of the results is shown; count on the stated rates, not on these rows.

SMILES	Lipid storage S3	Lipid storage S3 cell count max
O=C(CSc1cccc[n+]1[O-])c1cc(Cl)ccc1Cl	?	nt
CCOc1ccccc1CNC(=O)c1ccc(NC(=O)C2=C(C)OCCS2)cc1	i	-5
CC(C)(C)C1=CC=C(C(C)(C)C)C(=O)C1=O	?	nt
Cc1cc(C(=O)NCCc2ccc(Cl)cc2)c2ccccc2n1	?	nt
Cc1ccc(C(=O)CC(=O)c2ccc(C(C)(C)C)cc2)cc1	-3%	-4
Cc1ccc(S(=O)(=O)N2CCN(C(=O)CSc3cc(C)ccc3C)CC2)c(C)c1	i	9
CCc1nnc(NC(=O)CN2CCN(Cc3ccccc3Cl)CC2)s1	?	nt
COc1cccc(-c2nnc(SCC(=O)Nc3ccc4c(c3)OCCO4)n2Cc2ccco2)c1	i	nt
Cc1cccc(C(=O)NNC(=O)Nc2ccccc2)c1	?	nt
CC(C)(C)CC(C)(C)NC1=CC(=O)OC12CCCCC2	?	nt
O=C(NCCS(=O)(=O)NCCCc1ccccc1)c1ccccc1	i	nt
COc1ccc(C(=O)O)cc1S(=O)(=O)NC(C)(C)C	?	nt
COc1ccc(OC)c(-n2cnnn2)c1	18%	-3
COc1cccc(NC(=O)[C@@H]2CCCN2S(=O)(=O)c2cccc3cccnc23)c1	?	nt
COc1ccc(-c2c(-c3ccc(OCC(=O)NN)cc3O)n[nH]c2C(F)(F)F)cc1	?	nt
CC(C)N(C(=O)CSc1nnc(CNc2ccc(F)cc2)o1)C(C)C	-3%	-6
Cn1c(=O)c2c(nc(Br)n2CC(=O)C23CC4CC(CC(C4)C2)C3)n(C)c1=O	?	nt
CSc1c(C#N)c(N)nc2sc(C(=O)c3ccccc3)c(N)c12	?	nt
C=CCCO[C@@H]1O[C@@H](C)[C@H](O)C[C@H]1O	?	nt
CN(C(=O)/C=C/c1cnc2ccccc2c1)C1CCCCC1	?	nt
Cc1ccc(S(=O)(=O)NCCC(=O)NNC(=O)c2ccccc2Cl)cc1C	?	nt
O=C(c1cccnc1)N1CCN(S(=O)(=O)c2cccs2)CC1	14%	-3
CC(OC(=O)c1ccco1)C(=O)Nc1ccc(Cl)cn1 (centres undefined)	19%	-6
Cc1nc(CS(=O)c2ccc(Cl)cc2)cc(NCc2ccc(Cl)cc2Cl)n1 (centres undefined)	?	nt
Cc1ccc(Cc2cnc(NC(=O)CN3CCOCC3)s2)cc1Cl	i	nt
CCN1/C(=C\C=C(C(C)=O)C(C)=O)Sc2ccccc21	-12%	-6
O=C(Nc1cccc(NC(=O)c2ccco2)c1)c1ccccc1	?	nt
Cc1ccc2c(C(=O)CN3CCN(C(=O)c4ccco4)CC3)c(C)[nH]c2c1	1%	12
Brc1cccc(-c2nnc3sc(CNCc4ccco4)cn23)c1	9%[9.22 µM]	nt
CCOc1cc(NC2CS(=O)(=O)CC2O)c(OCC)cc1NC(=O)c1ccccc1 (centres undefined)	-10%	2
CC(C)(C)C(=O)NNc1nc(-c2ccccc2)c2cc(Br)ccc2n1	-1%	0
COc1cc(C(=O)N/N=C/c2ccc(OC(=O)N3CCOCC3)cc2)cc(OC)c1OC	6%	12
N#CCC(N)=C(C#N)C#N	0%	-2
COc1ccc(OC(=O)c2cc(S(=O)(=O)N3CCCC3)ccc2Cl)cc1	i	nt
Cn1c(=O)c2c(nc(NCC3CCCO3)n2Cc2cccc(Br)c2)n(C)c1=O (centres undefined)	-10%	21
CCOCC(=O)Nc1c(C(=O)Nc2ccc3c(c2)OCO3)oc2ccccc12	?	nt
Cc1ccc(-c2cc(-c3nnc(SCC(=O)NC(C)C(C)C)n3N)c3ccccc3n2)cc1 (centres undefined)	?	nt
O=C(COC(=O)c1ccco1)NCc1ccc(Cl)cc1	?	nt
O=C(CC1S/C(=N/N=C2CCCCCC2)NC1=O)Nc1ccccc1F (centres undefined)	?	nt
Nc1nonc1C(=O)N/N=C/c1cc2c(cc1[N+](=O)[O-])OCO2	?	nt
Cc1c(Cl)cccc1NC(=S)NCCc1ccc(F)cc1	-12%	5
CN(CCC#N)C(=O)CC1(Cc2ccccc2)CCOC(C)(C)C1 (centres undefined)	?	nt
CC1CCN(C(=O)COC(=O)c2ccc(N3CCCC3=O)cc2)CC1	2%	3
CCCc1noc2c1C(c1ccoc1)C(C#N)=C(N)N2 (centres undefined)	-26%	-28
O=C(NCC1CCCO1)C(c1ccc(F)cc1)N(Cc1ccc(F)cc1)C(=O)Cn1nnc(-c2cccs2)n1 (centres undefined)	-7%	-17
O=S(=O)(NCC(c1ccco1)N1CCc2ccccc21)c1ccccc1 (centres undefined)	?	nt
O=C(C1CCCN(Cc2ccc3c(c2)OCO3)C1)N1CCCC1 (centres undefined)	?	nt
COc1nc(NC2CCCCC2)nc(N2CCCCCC2)n1	?	nt

3 of the entries above in order of their number in Lipid storage S3 cell count max, low to high:
| SMILES | Lipid storage S3 | Lipid storage S3 cell count max |
| --- | --- | --- |
| O=C(NCC1CCCO1)C(c1ccc(F)cc1)N(Cc1ccc(F)cc1)C(=O)Cn1nnc(-c2cccs2)n1 (centres undefined) | -7% | -17 |
| CC1CCN(C(=O)COC(=O)c2ccc(N3CCCC3=O)cc2)CC1 | 2% | 3 |
| Cc1c(Cl)cccc1NC(=S)NCCc1ccc(F)cc1 | -12% | 5 |

The listing continues.
SMILES	Lipid storage S3	Lipid storage S3 cell count max
COC(=O)C1C(=O)C=C(N2CCOCC2)CC1(C)C (centres undefined)	?	nt
Cc1ccc2c(CSc3nncs3)cc(=O)oc2c1	i	16
CCOC(=O)C1=C(CN2CCN(C(=O)c3ccco3)CC2)NC(=O)NC1c1ccc(C)cc1 (centres undefined)	?	nt
S=c1[nH]c(-c2cccs2)cn1-c1ccccc1	?	nt
Cc1ccc(C(=O)N/C(=C/c2ccc(C(C)C)cc2)C(=O)NCCCN2CCOCC2)cc1	7%	5
CCCCNc1c(-c2cccc(SC3CCCCC3)c2)nc2ccc(Cl)cn12	2%	5
Cc1noc(C)c1COc1ccccc1C(=O)N1CCN(S(=O)(=O)c2ccccc2C(F)(F)F)CC1	?	nt
COc1cc(C(C)=O)ccc1OC(C)C(=O)Nc1ccc(S(=O)(=O)N2CCCC2)cc1 (centres undefined)	?	nt
O=C1ON=C(c2ccccc2)/C1=C/c1ccc(O)cc1	-8%	nt
CCOC(=O)CC1C(=O)NCCN1S(=O)(=O)c1ccc(NC(C)=O)cc1 (centres undefined)	?	nt
COCCCn1nnnc1SCC(=O)N1c2ccccc2CC1C (centres undefined)	?	nt
CCN(CC)S(=O)(=O)c1ccc(N2CCOCC2)c(NC(=O)c2ccc(C#N)cc2)c1	?	nt
C/C(=N\NC(=O)c1nn(C)c(C)c1Br)c1ccc(NC(=O)c2ccccc2F)cc1	8%	5
CN1CCC(=NNC(=O)c2ccc(N(Cc3ccc(Cl)cc3)S(C)(=O)=O)cc2)CC1	16%	5
O=C1/C(=C/C=C/c2ccco2)SC(=S)N1NS(=O)(=O)c1ccccc1	?	nt
Cc1ccc(S(=O)(=O)N2CCCC(C(=O)N(Cc3cccs3)C3CC3)C2)cc1 (centres undefined)	?	nt
COc1ccccc1C(=O)Nc1ccc(S(=O)(=O)NC2=NCCCCC2)cc1	?	nt
COC(=O)C(C(=O)OC)C(C(C)C)C(C(=O)OC)C(=O)OC	6%	9
O=C(NCCc1ccccc1)C1c2ccccc2C(=O)N1Cc1cccs1 (centres undefined)	?	nt
COc1cccc(Nc2nc(-c3ccccc3O)nc3ccccc23)c1	?	nt
CC[C@]1(c2ccccc2)C(=O)N(C(=O)OC)N1C(=O)OC	?	nt
Nn1c(Cc2cccc3ccccc23)nnc1SCn1nnc2ccccc2c1=O	?	nt
CCOc1ccccc1N1CCN(C(=O)c2ccccc2SCC(=O)N2CCCC2)CC1	-5%	nt
COc1cc(/C=C2\SC(=S)N(CCC(=O)Nc3ccccc3)C2=O)cc(OC)c1OC	-5%[9.22 µM]	15
CCOC(=O)C1C(c2ccccc2)NC(=S)NC1(C)O (centres undefined)	-12%	-9
O=C(c1cccc(Cl)c1)N1CCC(=O)N(C(COCc2cccc(Cl)c2)Cc2ccccc2)CC1 (centres undefined)	?	nt
Cc1cccc(Nc2nc(N)c([N+](=O)[O-])c(NCCO)n2)c1	0%	-1
Cn1c(N)c(S(=O)(=O)c2ccc(Br)cc2)c2nc3ccccc3nc21	6%	-14
COc1ccc(CC(=O)N(C)C2CCCCC2)cc1S(=O)(=O)N1CCOCC1	i	-7
Cc1cccc(C)c1NC(=O)CSc1nnc([C@H](C)NC(=O)OC(C)(C)C)o1	12%	-6
COc1ccc(N(CC(=O)NCc2ccco2)S(=O)(=O)c2ccc(C)cc2)cc1OC	?	nt
CCOC(=O)N1CCN(C(=O)CSc2nnc(Cc3ccccc3)o2)CC1	i	nt
O=C(Nc1cccc2ncccc12)c1ccc(Br)c([N+](=O)[O-])c1	10%	-5
CCCCC1(CO)C(=O)N(c2ccccc2)N(c2ccccc2)C1=O	?	nt
N=c1c2c3c(sc2ncn1Cc1ccco1)CCCCC3	?	nt
CCOc1ccc(N(CC(=O)NCC2CCCO2)S(=O)(=O)c2ccc(C)cc2)cc1 (centres undefined)	i	-9
O=C(Nc1cccc2ccccc12)c1ccc(F)cc1	i	6
CCN1CCCC1CNC(=O)CCc1nnc(CCC2CCCCC2)o1 (centres undefined)	-8%	6
CCN1CCN(C(=O)/C=C/c2ccc3c(c2)OCO3)CC1	0%	-2
Cc1nn(Cc2ccccc2)c(C)c1C(=O)N1CCN(S(=O)(=O)/C=C/c2ccccc2)CC1	?	nt
Cc1ccc(SCC(=O)NC2CCS(=O)(=O)C2)cc1 (centres undefined)	?	nt
CN(C(=S)Nc1ccc(Oc2ccccc2)cc1)C1CCCCC1	?	nt
CC(C)Cn1c(CN2CCN(C)C(CCO)C2)nc2ccccc21 (centres undefined)	?	nt
C=CCN(C(=O)Nc1ccc2oc(C)nc2c1)c1ccccc1	?	nt
Cc1ccc(NS(=O)(=O)c2ccc(-n3cccn3)cc2)c(C)c1	i	-14
CCn1nc(C)c(Br)c1-c1nc(CS(=O)(=O)c2ccc(F)cc2)no1	6%	-1
CCn1cc(CNC(=O)c2cccc([N+](=O)[O-])c2)cn1	?	nt
CCOC(=O)N1CCN(C(=O)Nc2cccc(Cl)c2)CC1	?	nt
Cc1nc(Cl)c(C(=O)NC(C)(C)C)c(C)c1Cl	-6%	5
CCOc1ccc(Cc2noc3c2C(=O)CCC3)cc1OCC	0%	9
Cc1nc2ccc(C(=O)OCc3nnc(-c4ccccc4)o3)cc2nc1C	?	nt
CC(C)(C)N1CC(COc2ccccc2)OC1=O (centres undefined)	?	nt
COc1ccc(CNC(=O)C2CC(c3cccc([N+](=O)[O-])c3)=NO2)cc1 (centres undefined)	?	nt
Nc1nonc1-c1noc(-c2ccccc2)n1	6%	2
COc1ccc(CCC(=O)OC(C)C(=O)c2ccc(C)cc2)cc1 (centres undefined)	?	nt
COc1ccc2oc(C(=O)OCC(=O)NCCc3ccccc3)c(C)c2c1	?	nt
COC(=O)CCC(=O)c1oc2ccc(OC)cc2c1N	?	nt
Cn1c(Cn2nnc3ccccc32)nnc1SCC(=O)c1ccccc1F	i	-10
CC(NC(=O)[C@H](C)NC(=O)c1ccco1)c1ccc(S(N)(=O)=O)cc1 (some centres undefined)	i	-9
CSc1ccc(CN2CCCCCC2)cc1	?	nt

Quoted from the entries so far (7 entries):
SMILES	Lipid storage S3	Lipid storage S3 cell count max
O=C(CSc1cccc[n+]1[O-])c1cc(Cl)ccc1Cl	?	nt
CCOc1ccccc1CNC(=O)c1ccc(NC(=O)C2=C(C)OCCS2)cc1	i	-5
CC(C)(C)C1=CC=C(C(C)(C)C)C(=O)C1=O	?	nt
Cc1cc(C(=O)NCCc2ccc(Cl)cc2)c2ccccc2n1	?	nt
Cc1ccc(C(=O)CC(=O)c2ccc(C(C)(C)C)cc2)cc1	-3%	-4
Cc1ccc(S(=O)(=O)N2CCN(C(=O)CSc3cc(C)ccc3C)CC2)c(C)c1	i	9
CCc1nnc(NC(=O)CN2CCN(Cc3ccccc3Cl)CC2)s1	?	nt

Following part:
SMILES	Lipid storage S3	Lipid storage S3 cell count max
CCC(=O)N(Cc1ccco1)Cc1cc2cc3c(cc2[nH]c1=O)OCO3	-7%	9
Cc1ccc(NC(=S)c2ccncc2)cc1	-1%	4
COc1ccc(C)cc1NC(=O)CN1C(=O)COc2ccc(C)cc21	?	nt
COc1ccc(OC)c(Nc2nc(N(C)c3ccccc3)nc(N)c2[N+](=O)[O-])c1	-19%	-13
CCC(CC)c1nnc(NC(=O)CCS(=O)(=O)Cc2ccccc2)s1	?	nt
COc1ccc(Nc2nc(-c3cccs3)nc3ccccc23)cc1	?	nt
CC(=O)N1CCN(CC(=O)Nc2cc(S(=O)(=O)N3CCOCC3)ccc2C)CC1	?	nt
O=c1c2ccccc2c(C=NCCCN2CCOCC2)c(O)n1Cc1ccc2c(c1)OCO2	-17%	nt
COc1ccc(CN2C(=O)C(C)Oc3ccccc32)cc1 (centres undefined)	?	nt
COc1ccc(/C=C(\NC(=O)c2ccc(C)cc2)C(=O)NCCCN2CCOCC2)cc1OC	-6%	13
CCN(CC)CCN(C(=O)C1=COCCO1)c1nc2cc(C)cc(C)c2s1	-29%	nt
Cc1csc(=O)n1CCC(=O)OCC(=O)c1ccc(Br)cc1	?	nt
COC(=O)C1(CCSC)NC(c2ccco2)C2C(=O)N(C)C(=O)C21 (centres undefined)	1%	10
COc1cccc(Sc2cc(N3CCOCC3)nc(-c3ccccc3)n2)c1	?	nt
Cc1cnc(C(=O)NCC(c2ccccc2)c2ccccc2)cn1	?	nt
